Bcl-2 Bim block = inhibitors of Bim-Bcl-2 interaction, human; P10415; Bead-based flow cytometry, Bim peptide-Bcl-2 binding; inhibition, % at 10 µM; 0.06% of 190,000 active; in the data active = inhibition above about 40%; inconclusive = no clear call, values can overlap the other calls;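 note: 0% = no compound wells with probe peptide and 100% = reference peptide inhibitor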
Target sequence (P10415 whole entry, looked up): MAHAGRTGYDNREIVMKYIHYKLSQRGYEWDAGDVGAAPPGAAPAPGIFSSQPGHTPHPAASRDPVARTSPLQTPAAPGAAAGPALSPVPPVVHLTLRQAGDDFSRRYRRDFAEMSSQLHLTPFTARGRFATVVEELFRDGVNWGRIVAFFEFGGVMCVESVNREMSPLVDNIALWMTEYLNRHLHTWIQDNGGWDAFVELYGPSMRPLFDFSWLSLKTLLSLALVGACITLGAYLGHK
GSH fluor = compound fluoresces at 488/530 nm on GSH beads; 0.25% of 190,000 active; fluorescence (KMESF) at 10 µM; GSH beads flow cytometry, compound fluorescence 488/530 nm; active compounds read high; AID 1776; in the data active = fluorescence above about 89;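 note: glutathione beads carrying GST-tagged Bcl family fusion proteins plus one bare bead set; values are compound well signal with DMSO vehicle wells as background; inactives centre near 16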
RGS7-Gao = modulates binding of RGS7 to human Galphao | P09471 | Multiplexed bead flow cytometry; actives lie on both sides | binding response (% of control), % at 10 µM | 0.35% of 220,000 active; in the data active = binding response below about 49% or above about 150%; inconclusive = no clear call, values can overlap the other calls; inactive = in between;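 note: fluorescent Galphao held in activated GDP-AlF4 state binding bead-coupled RGS7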
Bim-Bfl-1 = human Bim-Bfl-1 interaction inhibition | 0.12% of 190,000 active | inhibition, % at 10 µM | AID 1008 | Q16548 | Bead-based flow cytometry, Bim-Bfl-1 binding inhibition;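 note: 0% = wells without compound plus tracer and 100% = blocker peptide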
Bim-Bcl-W = inhibitors of Bim-Bcl-W interaction, human. AID 952. inhibition, % at 10 µM. bead-based flow cytometry, Bim peptide-Bcl-W binding. 0.02% of 190,000 active. Q92843;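 note: 0% = bound tracer without compound and 100% = peptide blocker; higher means less fluorescent Bim peptide bound to Bcl-W beads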
RGS8-Gao = modulates binding of RGS8 to human Galphao. 0.34% of 220,000 active. response (percent of control binding), % at 10 µM. multiplexed bead flow cytometry; actives lie on both sides; in the data active = response below about 60% or above about 140%; inactive = in between;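 note: Galphao activated as the GDP aluminium fluoride complex binding bead-coupled RGS8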
ABCB1 inh = human ABCB1 inhibition, ABCG2 as counter-screen; CCRF-Adr cells, JC-1 efflux, flow cytometry; inhibition, % at 6.6 µM; 0.067% of 190,000 active; AID 1326; in the data active = inhibition above about 40%;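 note: 0% = vehicle and 100% = reference inhibitor; higher value means more JC-1 retained so stronger ABCB1 efflux block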
ABCG2 block = human ABCG2 inhibition, ABCB1 as counter-screen; Q9UNQ0; IgMXP3 cells, JC-1 efflux, flow cytometry; inhibition, % at 6.6 µM; 0.1% of 190,000 active; AID 1325;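 active = inhibition above 80%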;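 note: 0% = DMSO and 100% = nicardipine control wells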
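test system = two drug-resistant human cell lines, ABCG2 and ABCB1 | amount = 3 million cells/mL final, two lines in 1:1 ratio | reagent = JC-1 transporter substrate | doses = one concentration, 6.6 µM final | incubation = 10 min at 25 °C | signal = flow cytometric JC-1 green MFI at 530 nm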
Bim-Bcl-B = inhibitors of Bim-Bcl-B interaction, human | Q9HD36 | bead-based flow cytometry, Bim peptide-Bcl-B binding | inhibition, % at 10 µM | 0.073% of 190,000 active | AID 951;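 note: 0% = tracer peptide without compound and 100% = reference inhibitor peptide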
Target sequence (Q9HD36 whole entry, looked up): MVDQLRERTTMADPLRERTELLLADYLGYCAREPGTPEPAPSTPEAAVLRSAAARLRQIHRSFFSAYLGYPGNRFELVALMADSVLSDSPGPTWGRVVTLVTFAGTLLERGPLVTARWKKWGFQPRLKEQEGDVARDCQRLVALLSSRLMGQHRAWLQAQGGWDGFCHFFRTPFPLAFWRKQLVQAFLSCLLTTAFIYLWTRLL
RGS4-Gao reg = modulates binding of RGS4 to human Galphao | binding response (% of control), % at 10 µM | Multiplexed bead flow cytometry; actives lie on both sides | 0.33% of 220,000 active; in the data active = binding response below about 49% or above about 150%; inactive = in between;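 note: fluorescent Galphao activated with aluminum fluoride binding bead-coupled RGS4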
Bcl-XL Bim block = inhibitors of Bim-Bcl-XL interaction, human. Q07817. Bim peptide-Bcl-XL binding, bead flow cytometry, fluorescence. inhibition, % at 10 µM. 0.04% of 190,000 active. AID 1007
Target sequence (Q07817 whole entry, looked up): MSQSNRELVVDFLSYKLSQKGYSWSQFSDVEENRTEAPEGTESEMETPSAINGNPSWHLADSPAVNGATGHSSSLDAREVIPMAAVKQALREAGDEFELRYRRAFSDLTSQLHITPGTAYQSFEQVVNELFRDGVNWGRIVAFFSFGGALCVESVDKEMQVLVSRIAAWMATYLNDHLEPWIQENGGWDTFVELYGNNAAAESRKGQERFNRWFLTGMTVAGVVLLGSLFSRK
* hit, by the source's call; ? = inconclusive. Cut-off read from the data, not from the text of the source, unless noted: active = inhibition above about 40%.

No.	molecule	Bcl-2 Bim block	GSH fluor	RGS7-Gao	Bim-Bfl-1	Bim-Bcl-W	RGS8-Gao
1	CCOC(=O)c1c(NC(=O)CSc2nnc(-c3ccco3)o2)sc(C)c1C	-1	15	95	0	0	98
2	Cc1csc(SCC(=O)NC(=O)NC2CCCC2)n1	-4	16	92	-5	-1	94
3	COc1cccc(N2CCN(C3CC(=O)N(c4ccc(C)c(Cl)c4)C3=O)CC2)c1 (stereo not given)	-6	30	99	-16	0	101
4	O=C(NCCCO)/C(=C/c1ccco1)NC(=O)c1ccc(Br)o1	-4	8	98	-3	-4	98
5	Cc1cccc2nc(CSc3nc4ccc([N+](=O)[O-])cc4[nH]3)cn12	-8	8	94	-11	-3	102
6	C=CCN(c1ccc(Cl)cc1)S(=O)(=O)c1cccc(C(=O)O)c1	-2	25	?	-4	-1	103
7	CC(C)(C)n1nnnc1C(c1cccnc1)N1CCN(c2ccccc2F)CC1 (stereo not given)	0	37	99	0	0	95
8	CCCCNC(=O)Cc1c(OC)ccc2cc(Br)ccc12	-2	7	92	-3	-4	98
9	CC(C)(O)c1cn(-c2nonc2N)nn1	0	10	103	-7	3	98
10	O=C(N/N=C/c1ccco1)c1ccccc1OCc1ccc(Br)cc1	3	6	99	2	0	102
11	O=C(CO/N=C/c1ccccc1)Nc1c(F)c(F)c(F)c(F)c1F	-8	11	106	-13	-3	106
12	Oc1c(C(c2cccs2)N2CCN(c3ccccc3)CC2)sc2ncnn12 (stereo not given)	-8	21	96	-8	1	100
13	CC(=O)Nc1ccc(NC(=O)CSc2nnnn2-c2ccc3c(c2)OCCO3)cc1	-5	24	98	-8	-2	103
14	Cn1cc(CN2CCN(Cc3ccccc3)CC2)c(-c2cccc(Cl)c2)n1	-3	19	101	-3	-2	99
15	Cc1nnc(SCCC(=O)Nc2ccc(F)cc2)s1	0	19	102	0	1	101

No.	ABCB1 inh	ABCG2 block	Bim-Bcl-B	RGS4-Gao reg	Bcl-XL Bim block
1	2.2	15	0	100	-2
2	0.5	6	-3	90	-1
3	1.3	13	-9	102	-4
4	1.4	9	-7	98	-6
5	1.4	14	-7	98	-6
6	0.6	1	-1	107	-1
7	0.1	1	0	96	-4
8	0.3	6	-4	93	-7
9	1.1	5	-3	104	-1
10	3.5	9	-3	102	-2
11	-0.1	0	-5	106	-4
12	0.4	1	-7	100	-2
13	0.5	2	-3	103	-3
14	3.1	2	-11	103	-6
15	0.2	1	0	102	0

Some of the entries above in a different format:
(12) Oc1c(C(c2cccs2)N2CCN(c3ccccc3)CC2)sc2ncnn12 (stereo not given)
(13) CC(=O)Nc1ccc(NC(=O)CSc2nnnn2-c2ccc3c(c2)OCCO3)cc1

assay / entry	12	13
Bcl-2 Bim block	-8	-5
GSH fluor	21	24
RGS7-Gao	96	98
Bim-Bfl-1	-8	-8
Bim-Bcl-W	1	-2
RGS8-Gao	100	103
ABCB1 inh	0.4	0.5
ABCG2 block	1	2
Bim-Bcl-B	-7	-3
RGS4-Gao reg	100	103
Bcl-XL Bim block	-2	-3

(continued)
No.	molecule	Bcl-2 Bim block	GSH fluor	RGS7-Gao	Bim-Bfl-1	Bim-Bcl-W	RGS8-Gao
16	O=C(O)CC(C(=O)N(c1ccccc1)c1ccccc1)N1CCOCC1 (stereo not given)	-1	10	101	-1	0	99
17	Cc1cccc(OCc2nnc(SCC(=O)N3CC(=O)Nc4ccccc43)o2)c1	-6	17	98	-4	0	98
18	Cc1ccc(S(=O)(=O)N(CC(=O)NCCSCc2ccco2)c2ccc(F)cc2)cc1	-5	12	95	1	-4	97
19	Cc1cccc(C)c1-n1c(C)cc(/C=N/NC(=O)CSc2ncccn2)c1C	-9	15	105	-12	-8	105
20	O=C(NNC(=O)c1cccs1)c1ccccc1	-2	11	?	5	0	98
21	CC(C(=O)N1CCC(C(N)=O)CC1)N(c1ccc(Oc2ccccc2)cc1)S(C)(=O)=O (stereo not given)	0	11	95	-2	0	95
22	NC(=S)N/N=C/c1ccc2c(c1)OCCO2	2	13	96	8	3	94
23	Cn1c2ccccc2c2cc(C(=O)N3CCN(CCO)CC3)sc21	-2	14	85	-3	-3	93
24	CCCS(=O)(=O)N1CCC(Cc2ccc(OC)cc2)(C(=O)OCC)CC1	1	14	97	-4	-4	100
25	COc1ccccc1OCCCOc1c(Cl)cc(C)cc1Cl	-6	12	100	-15	-2	100
26	CCS(=O)(=O)NCCc1csc(C)n1	-1	14	97	-5	2	99
27	O=C(CN1C(=O)c2cccc3cccc1c23)N1CCN(c2ccc(F)cc2)CC1	-9	33	103	-12	1	101
28	Cc1[nH]c2ccccc2c1N=Nc1cccc(C(=O)O)c1	-2	8	96	-6	-1	101
29	CCC(c1nnc(SCC(=O)N2CC3(C)CC2CC(C)(C)C3)o1)N(C)C (stereo not given)	-4	13	90	-9	3	94
30	Cc1c(/C(O)=C2\C(=O)C(=O)N(CCN(C)C)C2c2ccco2)cnn1-c1ccccc1 (stereo not given)	0	14	127	-1	-6	129

No.	ABCB1 inh	ABCG2 block	Bim-Bcl-B	RGS4-Gao reg	Bcl-XL Bim block
16	1.6	4	-5	99	-3
17	1.3	13	-6	99	-4
18	-1.1	-2	1	99	-4
19	0.6	5	-12	107	-13
20	0.8	2	-2	100	-1
21	0.1	0	0	89	0
22	0.7	4	4	97	1
23	0.6	2	-2	81	-8
24	0.2	1	-2	99	-1
25	0.7	21	-4	100	-4
26	1.4	15	-5	94	-1
27	1.3	5	-7	102	2
28	0.4	1	0	101	-1
29	0.4	1	-2	89	0
30	-0.1	-1	-2	129	-4

Overlap with the part before: 3 entries; new compounds follow.
No.	molecule	Bcl-2 Bim block	GSH fluor	RGS7-Gao	Bim-Bfl-1	Bim-Bcl-W	RGS8-Gao
28	Cc1[nH]c2ccccc2c1N=Nc1cccc(C(=O)O)c1	-2	8	96	-6	-1	101
29	CCC(c1nnc(SCC(=O)N2CC3(C)CC2CC(C)(C)C3)o1)N(C)C (stereo not given)	-4	13	90	-9	3	94
30	Cc1c(/C(O)=C2\C(=O)C(=O)N(CCN(C)C)C2c2ccco2)cnn1-c1ccccc1 (stereo not given)	0	14	127	-1	-6	129
31	O=C(COc1ncnc2sccc12)N1CCN(S(=O)(=O)c2ccc(Cl)cc2)CC1	-8	37	105	-11	0	105
32	O=C(NCCc1cn2ccccc2n1)C1CCCCC1	-5	22	92	-10	3	97
33	O=[N+]([O-])c1ccc(N/N=C\c2cccnc2)nc1	-2	24	101	-6	-2	104
34	CCn1c(SCC(=O)c2ccccc2)nnc1-c1ccoc1C	1	50	99	-3	-3	101
35	Cc1ccc(NC(=O)COC(=O)Cn2cnc3c2c(=O)n(C)c(=O)n3C)cc1Cl	-5	17	105	-5	-4	101
36	C#CCOCCOCCOCCNc1nc(N2CCOCC2)nc(N2CCN(C(=O)[C@H](Cc3cc4ccccc4[nH]3)n3cc([C@@H](N)CC(C)C)nn3)CC2)n1	-1	20	99	-3	1	102
37	Cc1ccc(NC(=S)NNC(=O)c2ccccc2O)c(C)c1	-5	13	110	-5	-2	102
38	O=C1N(CN2CCC3(CC2)OCCO3)c2ccccc2C12OCCCO2	-3	9	100	-2	-2	99
39	C/C(=N\NC(=O)c1ccc(Cl)cc1)c1cccc(NC(=O)C(C)C)c1	0	21	98	-2	0	98
40	Cc1nc(NC(C)c2ccccc2)sc1C(=O)Nc1ccccc1 (stereo not given)	0	11	104	-3	0	103
41	CCc1ccc(NC(=O)CSc2nc3ccccc3c(=O)n2CCN2CCOCC2)cc1	-3	63	96	-6	-3	100
42	CCN(CC)S(=O)(=O)c1ccc(NC(=O)c2ccc(NS(C)(=O)=O)cc2)cc1	-10	35	100	-13	-1	100
43	COC(=O)[C@@]1(Cc2ccc(F)cc2)[C@H]2c3cc(C(=O)N(C)C)n(CCc4ccccn4)c3C[C@H]2CN1C(=O)c1ccccc1	0	18	102	0	-1	101
44	CCOC(=O)c1c(N)c(C#N)nn1-c1ccccc1C(=O)OC	-4	9	97	-11	3	99

No.	ABCB1 inh	ABCG2 block	Bim-Bcl-B	RGS4-Gao reg	Bcl-XL Bim block
28	0.4	1	0	101	-1
29	0.4	1	-2	89	0
30	-0.1	-1	-2	129	-4
31	1.8	8	-6	102	-2
32	0.4	1	-1	94	-1
33	0.6	5	-1	102	0
34	0.5	11	-6	96	-2
35	0.3	3	-3	104	-7
36	0.8	1	-9	102	3
37	-0.9	8	-9	100	-4
38	0.3	0	-1	95	-5
39	0.0	1	3	100	0
40	0.4	11	-1	102	0
41	2.7	5	-3	98	-4
42	0.5	6	-8	101	-2
43	7.5	0	-4	100	0
44	0.3	1	-5	95	-2

High-throughput results (PubChem)
